C8 TRAIL sens – caspase-8 TRAIL sensitization; NB7+C8 cells + TRAIL, ATPlite viability luminescence; inhibition (viability loss, TRAIL sensitization), % at 10 µM; 1% of 360,000 active; AID 624354;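 active = compounds causing at least 50% loss of cell viability in the single-dose screen, relative to plate controls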
Vif imaging – HIV Vif inhibition; AID 602346; inhibition, % at 7.49 µM; 0.35% of 340,000 active; HEK293T cells, Vif self-association by quenched fluorescence, imaging, 24 h; in the data active = inhibition above about 50%, passing the limit was not always enough; note: some results filed as inactive read as strong as hits
NOD2-RIPK2 inh – NOD2-RIPK2 protein interaction inhibition; CHO BLA complementation NOD2-RIPK2, CCF4 ratio; inhibition, % at 4.98 µM; 0.38% of 360,000 active; AID 624267; in the data active = inhibition above about 21%;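 note: 0% = vehicle only and 100% = reference blocker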
NR2F2 inh – blocks human COUP-TFII nuclear receptor. P24468. HEK293T NGFI-A luciferase reporter, luminescence. inhibition, % at 8.6 µM. 0.7% of 370,000 active;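 active = inhibition above a per-plate cutoff, mean inhibition of test wells between control levels plus 3 SD, cut at about 38% in these data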;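 note: cells cotransfected with COUP-TFII expression vector driving the NGFI-A reporter; 0% = median of COUP-TF2 test wells and 100% = reporter-only cells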
TROY NFkB inh – TROY signaling inhibition; 0.98% of 360,000 active; inhibition, % at 10 µM; Q293 LMP1-TROYcd NF-kB luciferase reporter, 4 h; AID 1347056;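 active = compounds whose plate-normalised and pattern-corrected inhibition of the luciferase reporter signal at the single screening dose is 50% or more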
NCOA2 inhibitor – inhibits human steroid receptor coactivator 2 | HEK293 GAL4-SRC2 luciferase reporter, luminescence | inhibition, % at 9 µM | 0.17% of 370,000 active;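 active = inhibition above the mean inhibition of all tested compounds plus 3 SD, set per campaign, cut at about 52% in these data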;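 note: 0% = DMSO treated cells and 100% = cells given Gossypol at 36 µM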
LRH-1 inv ag – suppresses constitutive activity of human LRH-1; HEK293T StAR-luciferase reporter, LRH-1 transfected, 24 h; AID 602396; O00482; 0.13% of 360,000 active; inhibition, % at 3.6 µM;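 active = inhibition above the mean inhibition of all tested compounds plus 3 SD, cut at about 73% in these data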;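 note: 0% = DMSO wells and 100% = reporter-only cells lacking LRH-1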
LMP1 NFkB inh – Epstein-Barr LMP1 NF-kappaB reporter inhibition. LMP1-induced NF-kappaB luciferase reporter cells, luminescence. inhibition, % at 12.5 µM. 0.69% of 350,000 active. AID 504558; in the data active = inhibition above about 41%;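 note: 0% = neutral control wells and 100% = reference inhibitor control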
NCOA1 inh – inhibits human SRC1 coactivator; HEK293 GAL4-SRC1 luciferase reporter, luminescence; inhibition, % at 3.6 µM; 0.12% of 360,000 active; AID 588354;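 active = inhibition above the campaign mean plus 3 SD, with each screening campaign given its own cutoff, cut at about 60% in these data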;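 note: 0% = DMSO treated cells and 100% = gossypol at 36 µM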
TLR9-MyD88 inh – inhibitors of human TLR9-MyD88 binding. 0.21% of 340,000 active. AID 504734. Q9NR96+Q99836. inhibition, % at 4.98 µM. CHO BLA complementation TLR9-MyD88, CCF4 FRET ratio;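 active = inhibition above the mean over all tested compounds plus 3 SD, cut at about 21% in these data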;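 note: 0% = DMSO only wells and 100% = clavulanate BLA inhibitor control wells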
SRC3 inh – human NCOA3 inhibition; Q9Y6Q9; HEK293 GAL4-SRC3 luciferase reporter, luminescence; inhibition, % at 3.6 µM; 0.17% of 360,000 active; AID 588352;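 active = inhibition above a per-campaign cutoff, the mean of all compounds plus 3 SD, cut at about 60% in these data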;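 note: 0% = DMSO-treated cells and 100% = gossypol-treated cells at 36 µM; higher means less SRC3-driven luciferase light from the GAL4 reporter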
* = called active by the depositor; . = not tested or not shown. Not all compounds are listed, so the mix of outcomes need not match the whole.

SMILES | C8 TRAIL sens | Vif imaging | NOD2-RIPK2 inh | NR2F2 inh | TROY NFkB inh | NCOA2 inhibitor | LRH-1 inv ag | LMP1 NFkB inh | NCOA1 inh | TLR9-MyD88 inh | SRC3 inh
Fc1ccc(-c2nc3c(Cl)cc(C(F)(F)F)cn3c2Cl)cc1 | 13 | -15 | -9 | -26 | -55 | -45 | 1 | -30 | -46 | -1 | -75
CN1CCN(CCCNc2c(C=O)c(=O)[nH]c3ccccc23)CC1 | 6 | 0 | 3 | 5 | 5 | -17 | 4 | -4 | -68 | -6 | -21
O=C(CC1NCCN(Cc2ccccc2)C1=O)Nc1ccccc1 (stereo not drawn) | -25 | 1 | -4 | 9 | -28 | -37 | 11 | 13 | 1 | . | -5
CN(C)CCOc1ccc2c(c1)C(=O)C(=Cc1ncc([N+](=O)[O-])n1C)C2 | 41 | 8 | -13 | -17 | 18 | 17 | 82* | 25 | 30 | -5 | 55
CC(Sc1nnnn1C1CCCC1)C(=O)Nc1cccc(S(=O)(=O)N2CCOCC2)c1 (stereo not drawn) | -8 | -4 | -5 | 0 | 15 | -6 | 5 | 6 | -7 | -1 | -2
Cc1ccc(S(=O)(=O)N2CCC(=O)N([C@H](COCc3ccc(C(F)(F)F)cc3)C(C)C)CC2)cc1 | -14 | . | -7 | 19 | -12 | 2 | 1 | . | . | . | .
CCOc1ncccc1C(=O)OCC(=O)c1ccc[nH]1 | 6 | 39 | -6 | 4 | -11 | 4 | 15 | 1 | -5 | 5 | 7
Cc1cc(C(=O)N/N=C/c2cc(Cl)cc([N+](=O)[O-])c2O)c2ccccc2n1 | -4 | -5 | -12 | -2 | 40 | 16 | 2 | 2 | -18 | -11 | 19
O=C(Nc1ccccc1)/C(=C\c1cccs1)NC(=O)c1ccccc1 | 1 | 2 | 4 | -19 | -28 | -31 | 2 | -3 | -3 | -13 | 11
CCN(C(=O)COC(=O)/C=C/c1cccc([N+](=O)[O-])c1)c1c(N)n(Cc2ccccc2)c(=O)[nH]c1=O | -1 | 14 | 3 | 8 | 13 | 0 | -6 | 0 | -5 | -9 | 11
Cc1nc(SCC(N)=O)[nH]c(=O)c1CCC(C)C | -3 | -49 | -5 | 7 | 14 | -10 | -11 | 3 | 7 | -8 | 6
Cc1ccc(N=Nc2c(C)[nH][nH]c2=O)c(C)c1 | 20 | 6 | 0 | -22 | -25 | -41 | -41 | 6 | -39 | -6 | -30
CC(=O)Nc1ccc(S(=O)(=O)NC(C)C(=O)NCC(c2ccco2)N2CCCCC2)cc1 (stereo not drawn) | -3 | 0 | -3 | 2 | 21 | -3 | 3 | 0 | 0 | 3 | -7
CCOC(=O)C(C)Oc1ccc(C2NC(=O)NC(C)=C2C(C)=O)cc1Br (stereo not drawn) | -4 | . | -8 | 9 | -10 | 16 | 2 | -1 | -21 | -3 | 6
CCNC(=O)C1(C)CCN(Cc2ccccc2C#N)C1 (stereo not drawn) | -27 | -3 | -7 | -9 | 11 | -13 | 14 | . | -8 | . | 8
CC(C)C(=O)Nc1nc2ccc(S(C)(=O)=O)cc2s1 | -3 | -18 | -10 | -15 | 9 | -32 | -4 | -17 | -41 | -2 | -4
Fc1cc(NCc2ccccc2)nc(NCc2ccccc2)n1 | 15 | 0 | -6 | -8 | -31 | -14 | -18 | -20 | -43 | 0 | -34
CSc1ccc(S(=O)(=O)NCC(=O)OCC(=O)N(Cc2ccccc2)C(C)C)cc1[N+](=O)[O-] | 10 | 0 | -7 | 10 | 2 | 17 | -3 | -6 | -14 | 0 | 1
O=C(CN1C(=O)c2ccccc2S1(=O)=O)NC1CCCCC1 | -6 | -4 | 4 | -13 | -59 | -28 | -5 | -1 | 4 | 7 | 2
Cc1ccc(NC(=O)Nc2cc(C)on2)cc1 | -2 | 4 | 1 | -33 | -19 | -39 | -52 | -9 | -50 | 6 | -43
COc1ccc(N2CCN(C(c3cccs3)C(C)NC(=O)c3ccc4c(c3)OCO4)CC2)cc1 (stereo not drawn) | -3 | -2 | -4 | -3 | 9 | -24 | -8 | -2 | -15 | -10 | -5
Cc1ccc(Cn2ncc3c(NCCCN(C)C)ncnc32)cc1 | -16 | 3 | -3 | -11 | 16 | -1 | -9 | -3 | -13 | -1 | 6
Cc1nc2nc(SCC(=O)O)nn2c(C)c1Cc1c(F)cccc1Cl | 1 | -4 | -3 | 3 | 9 | 16 | -10 | -6 | -43 | 10 | 4
c1ccc(Nc2nc(NCc3ccco3)c3ccccc3n2)cc1 | 48 | 1 | 3 | 53* | -6 | 30 | -53 | -14 | -51 | -7 | -2
CCOC(=O)c1c(NC(=O)c2nn(CC)cc2Br)sc(C)c1C | 1 | . | 6 | -8 | -10 | -20 | -2 | 4 | -4 | 4 | 7
CC(=O)c1ccc(NS(=O)(=O)c2ccc(-c3cnc(C4CC4)o3)cc2)cc1 | -27 | -9 | 2 | . | -8 | . | 1 | 9 | 9 | 5 | 9
CCN(C(=O)c1cc2cc(OC)ccc2oc1=O)c1ccccc1 | -10 | 11 | -7 | -6 | -24 | -16 | 10 | 30 | -10 | 0 | -44
CCCCN(C(=O)c1ccc(S(=O)(=O)N(C)C)cc1)c1nc2ccccc2s1 | 16 | -3 | 2 | 4 | 26 | -3 | 15 | -3 | -26 | -1 | 7
O=S(=O)(NCc1csc(-c2cccnc2)n1)c1ccc(F)cc1 | -38 | 9 | 1 | -10 | -16 | 15 | -24 | -6 | 17 | -4 | 14
O=C(N=Nc1c(O)[nH]c2ccc(Br)cc12)c1cc(-c2cccc3ccccc23)n[nH]1 | -9 | 2 | -15 | 13 | 7 | 22 | -2 | 0 | 8 | -4 | 9
Cc1ccc(NC(CC(=O)c2ccccc2)c2ccc(F)cc2)cc1 (stereo not drawn) | 2 | -3 | 9 | -4 | -16 | -34 | 20 | -11 | -9 | 2 | 8
Cc1noc(C)c1-c1csc(N2CCC(C(N)=O)CC2)n1 | 1 | -2 | -6 | -62 | -12 | -61 | -90 | -18 | -80 | -3 | -82
CCC(=O)NC(=S)Nc1c(C)cc(Br)cc1C | 6 | -3 | -3 | 18 | -6 | 19 | 5 | 3 | 5 | 10 | -23
Cc1ccc(N(C(=O)c2ccc3c(c2)OCO3)C2C=CS(=O)(=O)C2)cc1 (stereo not drawn) | 14 | -10 | 0 | 0 | -2 | -2 | 13 | 0 | -14 | 3 | 22
CCOC(=O)[C@]12CCCC=C1N(Cc1cccc3ccccc13)C(=O)[C@H](CC(=O)N1CCN(C(=O)C3CC3)CC1)C2 | 11 | . | 6 | 6 | 2 | -8 | -6 | . | . | . | .
CC(=O)OCc1nc2sc(C)c(C)c2c(=O)[nH]1 | 10 | 23 | 4 | 16 | 4 | -4 | -5 | -5 | -2 | 5 | -3
Cc1ccsc1C(=O)OCC(=O)N1CC(C)CC(C)C1 (stereo not drawn) | -13 | 12 | -8 | 2 | -6 | -17 | -22 | -5 | -6 | -7 | -30
COc1ccc(N(CCCN2C(=O)c3cccc4cccc(c34)C2=O)C(=O)c2cccc(OC)c2)cc1 | 14 | -4 | -4 | 18 | -1 | 6 | -23 | 7 | -6 | 5 | 17
O=C(CSc1ccc(F)cc1)Nc1ccc2c(c1)C(=O)NC2=O | -2 | 5 | -8 | -15 | -28 | -7 | 7 | 5 | -26 | -1 | 13
CCC(C)CN1CCC(CO)(Cc2ccccc2Cl)CC1 (stereo not drawn) | -4 | 9 | -2 | 3 | -10 | 25 | -9 | -11 | 2 | 2 | 6
Cc1ccc(-c2cc(C(=O)N3CCCCCC3)no2)cc1 | 44 | 0 | 2 | -45 | 4 | -53 | -112 | -22 | -94 | 4 | -99
CSc1ccc(CN2CCC2(C)C(=O)NCc2cccc(C(F)(F)F)c2)cc1 (stereo not drawn) | 15 | -5 | -21 | 11 | -13 | -2 | 2 | . | 8 | . | 0
COc1ccc(C(C)=O)cc1CC(=O)N(Cc1ccccc1)c1ccccc1 | -11 | -7 | -4 | 16 | -16 | 19 | -2 | -8 | 3 | 0 | -9
CC1CCCCC1NC(=O)CCNS(=O)(=O)c1ccc2c(c1)CCC(=O)N2 (stereo not drawn) | -10 | 5 | -7 | 1 | 1 | 9 | 2 | 4 | -5 | 0 | 11
CNCc1ccccc1OCC(=O)Nc1ccccc1OC | 11 | 0 | -2 | -8 | -28 | -45 | -20 | -4 | 2 | 1 | -21
COc1ccc(/C=C2\SC(=S)N(CCCC(=O)Nc3ccc(O)cc3)C2=O)cc1 | 3 | -3 | -9 | 21 | 17 | 60* | 11 | 4 | 9 | 3 | 19
CCOC(=O)c1cnc(Nc2nc3ccccc3o2)nc1CSc1nnc(C)s1 | 19 | 9 | -11 | -26 | 13 | -59 | 0 | -10 | -5 | 7 | -32
O=C(Cn1cnc(S(=O)(=O)N2CCOCC2)c1)Nc1ccc(OC(F)(F)F)cc1 | 6 | 1 | -8 | -1 | -3 | -12 | -14 | 4 | -22 | -6 | -1
COc1ccc(N(C(=O)c2ccccc2)S(=O)(=O)c2cccs2)cc1 | -5 | 14 | 11 | 10 | 19 | -48 | 7 | 2 | -6 | -10 | -5
O=C1NC(=Nc2ccccc2Cl)S/C1=C\c1ccc(C(=O)O)cc1 | 3 | -13 | -4 | -8 | -16 | -6 | -6 | 2 | 7 | -1 | -10
O=C(/C=C/c1ccccc1)Nc1cc(C(=O)O)cc(C(=O)O)c1 | -6 | -3 | 0 | 11 | 2 | -8 | 7 | -39 | 1 | -5 | 16
CCCCN1C=C(C(C)=O)C(=O)CC1 | -9 | 1 | -8 | 3 | -3 | 12 | 2 | -1 | 10 | -4 | 1
COc1ccc(/C=N\NC(=O)c2cccc(F)c2)cc1COc1ccccc1 | -3 | -6 | 3 | -78 | -8 | 3 | -17 | 10 | -78 | 0 | -40
O=C(CCc1ccc(O)cc1)N/N=C/c1coc2ccccc2c1=O | -16 | 11 | -11 | 5 | 9 | 5 | -23 | . | 12 | . | 18
O=C(O)CC(NCc1ccco1)C(=O)OCC1CCCO1 (stereo not drawn) | -8 | 12 | -4 | -6 | -2 | 6 | 10 | 8 | 2 | -7 | -1
COc1cc(OC)cc(C(=O)N(Cc2nc(-c3cccc(C)c3)no2)C(C)C)c1 | -2 | -5 | 4 | -8 | -4 | -15 | 0 | 5 | -18 | 2 | 11
CCOC(=O)c1cnc(SCc2cccc(C)c2)nc1N | -15 | -2 | -2 | -25 | -40 | -16 | -62 | -22 | -28 | -3 | -28
O=C1CCc2cc(S(=O)(=O)NCCc3ccc(Cl)cc3)cc3c2N1CC3 | -2 | 8 | 4 | -9 | 1 | 12 | 4 | 13 | -1 | 5 | 11
COc1cc(/C=N/NC(=O)CCc2c(C)n[nH]c2C)ccc1O | 2 | 9 | -1 | 3 | -8 | 8 | 7 | -9 | -33 | 8 | 4

Some entries already given with just TLR9-MyD88 inh, NCOA1 inh and Vif imaging:
compound	TLR9-MyD88 inh	NCOA1 inh	Vif imaging
CC(=O)OCc1nc2sc(C)c(C)c2c(=O)[nH]1	5	-2	23
Cc1ccsc1C(=O)OCC(=O)N1CC(C)CC(C)C1 (stereo not drawn)	-7	-6	12

Screening results deposited in PubChem BioAssay by several laboratories.
